# Screening data deposited in PubChem BioAssay by National Center for Advancing Translational Sciences (NCATS).
# Pol eta inh: blocks human DNA polymerase eta activity. recombinant Pol eta, fluorescent DNA replication assay. AID 588591. 390,000 tested, 1.2% active. Potency, µM (titrated, usually from 114 µM), without a hit: top-dose activity change, negative = inhibition, actives largely listed as inhibitors. Q9Y253; also: % is scaled to controls: 0 for no effect and ±100 for the full control effect
# Target sequence (Q9Y253 whole entry, looked up): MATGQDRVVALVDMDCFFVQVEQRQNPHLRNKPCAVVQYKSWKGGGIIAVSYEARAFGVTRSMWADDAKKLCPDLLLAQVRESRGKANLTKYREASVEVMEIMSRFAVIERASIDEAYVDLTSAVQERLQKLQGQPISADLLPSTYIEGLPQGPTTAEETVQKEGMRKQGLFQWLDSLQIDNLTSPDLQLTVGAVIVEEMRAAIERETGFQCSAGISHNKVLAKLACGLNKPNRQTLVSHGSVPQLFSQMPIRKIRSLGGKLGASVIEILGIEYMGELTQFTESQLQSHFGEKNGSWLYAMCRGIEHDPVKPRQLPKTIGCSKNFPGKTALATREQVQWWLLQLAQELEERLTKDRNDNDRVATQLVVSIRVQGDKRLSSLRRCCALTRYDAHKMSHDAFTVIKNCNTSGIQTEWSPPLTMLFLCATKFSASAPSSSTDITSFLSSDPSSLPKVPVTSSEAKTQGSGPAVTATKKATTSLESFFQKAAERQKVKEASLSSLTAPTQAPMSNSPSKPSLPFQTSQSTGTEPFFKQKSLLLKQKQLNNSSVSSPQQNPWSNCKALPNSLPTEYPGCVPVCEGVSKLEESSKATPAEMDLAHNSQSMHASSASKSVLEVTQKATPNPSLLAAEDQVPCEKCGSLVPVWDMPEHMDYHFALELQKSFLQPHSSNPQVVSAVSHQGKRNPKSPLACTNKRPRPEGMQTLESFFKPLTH
#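 Pol eta (10 nM) was preincubated with compounds for 15 min at room temperature, after which fluorescent replication substrate (50 nM final) was added to start the reaction. Fluorescence was read kinetically at 0 and 10 min.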
# G9a block: G9a (human) methyltransferase inhibition | Potency, µM (highest dose often 102 µM), without a hit: top-dose activity, negative = inhibition, usual class: inhibitors | Q96KQ7 | 350,000 tested, 8.8% active | AID 504332 | G9a H3K9 monomethylation, AlphaScreen, 2 h; also: % is scaled to controls: 0 for no effect and ±100 for the full control effect; nearly all actives have a fitted effect of over 75% in size
#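 Chemiluminescent proximity detection of H3K9 monomethylation, read after 10 min bead incubation in the dark. Reaction: 20 nM G9a, 500 nM biotin-H3K9 peptide, 20 uM SAM cofactor, 2 h, room temperature, following 15 min enzyme-compound preincubation.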
# BLM helicase inh: inhibitors of human Bloom syndrome helicase BLM; P54132; recombinant BLM DNA unwinding, fluorescence dequenching; Potency, µM (doses to about 56.1 µM), for inactives: at the highest dose activity change, negative = inhibition, hits mostly inhibitors; 350,000 tested, 0.2% active; AID 2528;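 also: plate controls were vehicle for no effect and no enzyme for full effect; nearly all actives have a fitted effect of over 35% in size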
# POLI inh: DNA polymerase iota (human) inhibition; Pol iota fluorescent replication assay, 10 min; Potency, µM (titrated, usually from 115 µM), for inactives: at the top dose activity, negative = inhibition, most hits filed as inhibitors; 390,000 tested, 1% active; AID 588590
#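 Pol iota at 10 nM preincubated 15 min with compounds at room temperature; reaction started with fluorescent substrate, 50 nM final. Fluorescence read kinetically at 0 and 10 min; buffer-only wells as negative control.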
# BAZ2B block: BAZ2B (human) inhibition; Q9UIF8; AID 504333; Potency, µM (titrated, usually from 114 µM), without a hit: top-dose activity change, negative = inhibition, actives largely listed as inhibitors; 360,000 tested, 4.4% active; AlphaScreen BAZ2B-H3K14Ac peptide displacement; also: % is scaled to controls: 0 for no effect and ±100 for the full control effect; nearly all actives have a fitted effect of over 60% in size
#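 In this displacement format the biotinylated H3(5-23) peptide acetylated at Lys14 serves as ligand at 50 nM, with BAZ2B at 50 nM in PBS pH 7.4 containing 0.01% Tween-20. Donor and acceptor beads are 10 ug/mL final.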
# APEX1 inh: blocks human APE1 abasic DNA cleavage. recombinant APE1, TAMRA/BHQ-2 abasic DNA cleavage fluorescence. P27695. AID 2517. Potency, µM (top dose mostly 65.8 µM), without a hit: at the top dose activity change, negative = inhibition, most hits filed as inhibitors. 350,000 tested, 0.35% active;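 also: plate controls were vehicle for no effect and reference inhibitor for full effect; nearly all actives have a fitted effect of over 55% in size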
# Target sequence (P27695 whole entry, looked up): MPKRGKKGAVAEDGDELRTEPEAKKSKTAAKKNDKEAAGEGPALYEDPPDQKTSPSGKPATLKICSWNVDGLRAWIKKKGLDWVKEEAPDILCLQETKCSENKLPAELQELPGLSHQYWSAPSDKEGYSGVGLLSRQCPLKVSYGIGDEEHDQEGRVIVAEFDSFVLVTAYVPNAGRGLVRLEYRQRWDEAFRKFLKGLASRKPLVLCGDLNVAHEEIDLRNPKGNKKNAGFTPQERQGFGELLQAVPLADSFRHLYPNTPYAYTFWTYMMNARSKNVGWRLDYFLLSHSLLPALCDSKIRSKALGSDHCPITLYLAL
#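 APE1 at 0.75 nM preincubated 15 min at room temperature with compound. Reaction then started with 50 nM double-stranded THF-abasic substrate labelled with TAMRA/BHQ-2, and 525/598 nm fluorescence read kinetically. Activity taken as third-minus-first read difference, normalized to DMSO and NSC13755 controls.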
# POLB inh: DNA polymerase beta (human) inhibition; Pol beta primer extension/strand displacement, fluorescence kinetic; Potency, µM (doses to about 114 µM), for inactives: at the top dose activity change, negative = inhibition, hits mostly inhibitors; 340,000 tested, 1.3% active; also: % is scaled to controls: 0 for no effect and ±100 for the full control effect
#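 Preincubation: enzyme (10 nM) with compound, 15 min, RT. Reaction: substrate added to 50 nM final. Reads: 0 and 10 min. Analysis: normalized, Hill fit.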
# POLK inh: blocks human DNA polymerase kappa activity. 400,000 tested, 0.53% active. purified Pol kappa, fluorescent DNA synthesis assay, 10 min. Potency, µM (series often up to 107 µM), inactives show top-dose activity, negative = inhibition, hits mostly inhibitors. Q9UBT6. AID 588579; also: % is scaled to controls: 0 for no effect and ±100 for the full control effect
#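 50 nM final substrate added after 15 min RT preincubation of 10 nM Pol kappa with compound; fluorescence read at 0 and 10 min.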
# JMJD2A Tudor: JMJD2A Tudor domain (human) inhibition; AlphaScreen JMJD2A-Tudor / H3K4me3 peptide binding; Potency, µM (highest dose often 114 µM), inactives show top-dose activity change, negative = inhibition, actives largely listed as inhibitors; 390,000 tested, 4.4% active; also: % is scaled to controls: 0 for no effect and ±100 for the full control effect; nearly all actives have a fitted effect of over 50% in size
# * = called active by the depositor; ? = inconclusive; nt = not tested or not shown; [ ] = remark or other dose. Calls follow the shape of the dose curve; as a rule, active = well fitted curve in the direction sought with a large enough effect; inconclusive = small, poorly fitted or top-dose-only effect, or another doubt; inactive = no such curve, though single readings can be large; an effect the other way counts as inactive or inconclusive. Potency is read from the fitted curve at half-maximal effect. A portion of the library; the hit share may differ from the screen's.
molecule | Pol eta inh | G9a block | BLM helicase inh | POLI inh | BAZ2B block | APEX1 inh | POLB inh | POLK inh | JMJD2A Tudor
O=C(COc1ccc2ccccc2c1)NNC(=O)c1ccccc1 | -9.3% | 4.4% | -5.7% | 48.6%[activator] | 1.4% | 24.2% | -10.2% | -1.0% | -5.3%
Cc1ccc(-c2nc(-c3ccncc3)no2)cc1C | -14.9% | 11.5% | -3.7% | -15.2% | -18.4% | 56.9%[activator] | 7.8% | -3.8% | 1.4%
COC1C=COC2(C)Oc3c(C)c(O)c4c(O)c(c(CN5CCN(C)CC5)c(O)c4c3C2=O)NC(=O)C(C)=CC=CC(C)C(O)C(C)C(O)C(C)C(OC(C)=O)C1C (stereo not given) | 3.0% | nt | nt | 16.8% | nt | nt | nt | -18.3% | ?
COc1cccc(-c2ccc(C#N)c(SCC(=O)NCCc3ccccc3)n2)c1 | -7.5% | 7.0% | -1.0% | 14.0% | 10.0% | -5.6% | 1.9% | -3.3% | -0.7%
CCC(C)[C@H](NC(=O)N1CC(=O)Nc2ccccc21)C(=O)N[C@@H](Cc1c[nH]c2ccccc12)C(=O)O (stereo not given in full) | -15.5% | -45.8% | 0.5% | 2.6% | ? | 50.1% | 2.0% | 14.7% | -4.8%
Cc1occc(=O)c1OC(=O)Nc1ccc(Cl)c(Cl)c1 | -8.3% | ? | -5.4% | -0.6% | -0.6% | -0.5% | 27.0% | -19.3% | 25.1µM*
CCN(c1ccc(OC)cc1)S(=O)(=O)c1cc(-c2cc(C)no2)ccc1OC | -24.6% | 17.8% | -4.9% | 22.9% | -16.6% | 37.2% | -22.6% | 1.4% | -9.9%
COC(=O)[C@@H](NC(=O)N1CCN(c2cccc(C(F)(F)F)c2)CC1)C(C)C | -17.8% | 9.5%[12.7 µM] | -0.9% | -11.5% | 10.1% | -2.5% | -0.2% | 1.7% | -11.8%
CCOc1ncccc1C(=O)OCC(=O)c1ccccc1Br | -12.2% | 19.1% | -6.5% | 22.5% | 22.7% | -11.1% | -1.0% | -4.0% | 0.0%[11.4 µM]
Cc1ccc(OCCOC(=O)C2CCN(S(=O)(=O)c3ccc(C)c(C)c3)CC2)cc1 | -17.3% | -3.6% | nt | 15.6% | 8.0% | -9.1% | nt | -2.9% | -5.5%
CCN(C(=O)COC(=O)c1cccnc1SC)C1CCS(=O)(=O)C1 (stereo not given) | -18.4% | 9.8%[12.7 µM] | -5.3% | -2.9% | 1.5% | -6.6% | 1.8% | -10.5% | 12.9%
Cc1ccc(C)c(NC(=O)C(OC(=O)c2ccc(NC(=O)CC#N)cc2)c2ccccc2)c1 (stereo not given) | -20.5% | -30.0%[59 µM] | nt | ? | -1.9% | 22.3% | nt | -10.0% | -17.1%
CSCCC(NC(=O)c1ccco1)C(=O)N1CCN(c2ccccc2O)CC1 (stereo not given) | -13.3% | -4.1%[12.7 µM] | nt | 25.2% | -0.6% | 0.6% | nt | 1.1% | -30.0%
Cc1ccccc1C(=O)N1CCN(S(=O)(=O)c2cccs2)CC1 | -13.6% | 23.6% | -2.5% | 22.0% | -3.9% | -4.1% | 2.5% | -27.9% | -9.0%
O=C(NCc1ccccc1Br)c1cnc2sc(N3CCCCCC3)nn2c1=O | -10.8% | 6.6%[59 µM] | 0.8% | 29.1% | -7.6% | nt | 9.6% | 2.1% | -7.7%
O=C(c1ccc(S(=O)(=O)NCc2ccco2)cc1)N1CCN(c2ccc(F)cc2)CC1 | -7.3% | 23.7%[12.7 µM] | nt | 0.5% | -11.5% | -14.7% | nt | -3.8% | -20.3%
CCOc1ccccc1N1C(=O)CC(Sc2n[nH]c(-c3ccccc3)n2)C1=O (stereo not given) | -12.6% | 1.58µM* | -0.2% | 72.1%[activator] | ? | 0.7% | 8.1% | 1.4% | 1.41µM*
Cc1cc(C)n(-c2cc(N3CCOCC3)ncn2)n1 | -5.0% | -7.4%[59 µM] | -10.5% | 57.3%[activator] | 7.8% | -0.6% | -0.3% | 14.2% | -14.2%
COC(=O)c1ccccc1-c1ccc(C=O)o1 | -3.3% | -44.0% | -2.3% | -11.2% | 4.0% | 4.8% | 22.2% | -6.9% | -2.8%
CC1(C)CC(=O)C(Sc2nnc(-c3ccc(O)cc3)n2CC2CCCO2)C(=O)C1 (stereo not given) | -3.3% | 28.2µM* | 2.6% | 3.8% | ? | -5.4% | -0.1% | -7.2% | -21.4%

# 2 compounds from above, reduced to Pol eta inh and POLI inh.
SMILES,Pol eta inh,POLI inh
Cc1occc(=O)c1OC(=O)Nc1ccc(Cl)c(Cl)c1,-8.3%,-0.6%
Cc1ccc(OCCOC(=O)C2CCN(S(=O)(=O)c3ccc(C)c(C)c3)CC2)cc1,-17.3%,15.6%

# Later entries.
molecule | Pol eta inh | G9a block | BLM helicase inh | POLI inh | BAZ2B block | APEX1 inh | POLB inh | POLK inh | JMJD2A Tudor
O=C(NC(=S)Nc1nc(-c2ccccc2)cs1)c1ccco1 | -17.4% | 27.5%[59 µM] | -12.1% | 7.2% | -24.9% | -5.8% | 2.8% | -3.7% | -8.4%
COC(=O)c1nc(-c2ccccc2)nc(-c2ccccc2)c1C(=O)OC | 0.9% | nt | nt | 28.3% | nt | nt | nt | 0.0% | 2.1%
CC(=O)Nc1ccc(NC(=O)C(=O)c2cn(CC(=O)N3CCCCC3)c3ccccc23)cc1 | -25.2% | ? | -12.8% | 177.7%[activator] | -11.6% | -2.1% | 9.1% | -5.1% | -17.3%
COc1ccc(-c2cnnc(N/N=C/c3ccc(-c4ccc([N+](=O)[O-])cc4)o3)n2)cc1 | ? | ? | -10.0% | -10.1% | -15.1% | 5.3% | 18.6% | -1.6% | 1.0%
O=C1NCCCN1Cc1ccc(F)cc1Cl | 2.6% | 18.6%[59 µM] | -0.6% | -1.0%[58.9 µM] | -29.5% | 11.7% | 31.6% | 2.7% | 4.4%
O=c1[nH]c2ccc(NCc3ccc(-c4ccccc4F)o3)cc2[nH]1 | -16.0% | -24.9%[59 µM] | -2.7% | -1.0% | -10.0% | nt | -29.0% | -6.1% | -15.9%
CC1CCCCN1CCCNC(=O)c1ccc(N2CCCC2=O)cc1 (stereo not given) | -6.1% | 8.3% | 2.2% | -28.0% | 0.7% | 8.9% | 0.6% | 14.6% | -6.3%
CN(Cc1ccccc1F)C(=O)c1ccc(NS(=O)(=O)c2ccc3[nH]c(=O)[nH]c3c2)cc1 | -9.0% | 0.9%[0.501 µM] | nt | 7.5% | 13.3% | 19.5% | nt | -0.8% | 2.1%
CC(C)(C)NC(=O)CN(Cc1cccs1)C(=O)CNS(=O)(=O)c1ccc(F)cc1 | 2.1% | -8.1%[12.7 µM] | -1.1% | 9.5% | -9.9% | -2.1% | -21.6% | -12.5% | -19.9%
CCOc1ccc2c(c1)NC(c1ccc(OCC)c(OCC)c1)=NC(c1ccc(F)cc1)=N2 | -19.8% | 11.2µM* | -7.8% | -17.0% | ? | nt | 31.7% | -3.8% | 25.1µM*
Cc1ccc(CNC(=O)[C@@H]2CCC(=O)N2Cc2ccco2)cc1 | -0.7% | -25.8% | -1.9% | -13.8% | 9.9% | 3.4% | 13.3% | -19.3% | -20.1%
COc1cc(C(=O)NCCOc2ccccc2)c(Br)c(OC)c1OC | -11.4% | ? | -2.4% | 17.0% | 0.3% | -2.0% | -7.3% | -6.7% | 3.5%
CN(Cc1cc(-c2ccccc2)on1)C(=O)c1cc(COc2c(F)cccc2F)on1 | ? | nt | -11.0% | -21.3% | 1.3% | -2.6% | 9.8% | -22.1% | -7.4%[11.4 µM]
CCOC(=O)CSc1nc2cc(C(F)(F)F)cnc2n1C | -14.9% | nt | -5.1% | 13.5% | 5.4% | 15.6% | ? | -10.7% | -7.9%
CC1CCCCN1C(=O)Cn1cc(C=O)c2ccccc21 (stereo not given) | -15.9% | 8.5%[59 µM] | 1.8% | 5.3% | -2.1% | 0.0% | 15.9% | -1.5% | -7.7%
C[C@H](CO)N1C[C@H](C)[C@@H](CN(C)C(=O)Nc2ccccc2)Oc2ccc(NC(=O)c3ccncc3)cc2C1=O | -6.0% | nt | nt | 13.3% | nt | 19.0% | nt | 12.2% | -9.1%
Cc1ccc(OC(=O)C(F)(F)F)c2c1NCCC2 | -6.9% | -21.3%[12.7 µM] | -3.2% | 12.8% | 3.0% | 1.7% | 21.0% | -22.9% | -8.8%
COc1ccc(NC(=O)C2CCCN2C(=O)NCc2ccccc2)cc1OC (stereo not given) | -1.5% | -11.2%[59 µM] | 1.5% | -0.8% | -1.0% | 0.6% | 9.0% | 1.3% | -12.1%
O=C(Nc1ccc(Br)cn1)c1cccc2ccccc12 | -0.9% | nt | nt | 140.0%[activator] | nt | nt | nt | -5.3% | 3.5%
O=C(O)c1sccc1SCc1ccc(Cl)cc1Cl | 6.2% | ? | -2.4% | 33.5%[activator] | -4.7% | 1.2% | -3.5% | -13.4% | -8.9%
O=C(CN1CCSC1=O)N1CCN(S(=O)(=O)c2ccccc2)CC1 | -4.9% | 9.4%[2.33 µM] | nt | -1.5% | -9.1% | 36.8%[activator] | nt | -4.1% | -2.3%
Cc1ccc(S(=O)(=O)N2CCOC23CCN(C(=O)c2ccccc2Br)CC3)cc1 | -23.8% | ? | -3.3% | 12.0% | -34.0% | -2.4% | 28.7% | -6.0% | -14.8%
Cc1ccc(C)c(NC(=O)CN(C)C(=O)c2ccc(-n3cncn3)c([N+](=O)[O-])c2)c1 | -24.3% | 6.9%[0.501 µM] | nt | 31.2%[activator] | -4.2% | -0.5% | nt | -13.9% | -4.8%
Cc1ccc2c(c1)nnn2C1CCN(S(=O)(=O)c2ccc(C(=O)N(C)C)cc2)CC1 | 3.9% | -20.2%[59 µM] | 4.1% | 5.0% | -3.3% | 4.6% | 4.1% | -7.2% | -14.7%
CCn1c(N2CCC(Cc3ccccc3)CC2)nc2c1c(=O)[nH]c(=O)n2C | -7.9% | ? | -5.0% | 10.9% | ? | 1.7% | 2.5% | -0.4% | -27.4%[11.4 µM]
COCc1cc(=O)n2c(-c3ccc(C)cc3)n[nH]c2n1 | ? | 18.2% | -5.4% | -17.9% | 5.2% | 9.3% | ? | -26.6% | -19.3%
